POLH inh – blocks human DNA polymerase eta activity; AID 588591; 390,000 tested, 1.2% active; recombinant Pol eta, fluorescent DNA replication assay; Potency, µM (titrated, usually from 114 µM), inactives show top-dose activity change, negative = inhibition, actives largely listed as inhibitors; Q9Y253; note: potency is the fitted concentration of half-maximal effect; % is set by controls: 0 for no effect and ±100 for the full control effect
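Fluorescent replication assay: 50 nM final substrate added after a 15 min room-temperature compound preincubation with 10 nM enzyme. Signal taken at 0 min and again at 10 min.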
POLI inh – blocks human DNA polymerase iota activity; Pol iota fluorescent replication assay, 10 min; Potency, µM (doses to about 115 µM), inactives show at the highest dose activity, negative = inhibition, usual class: inhibitors; 390,000 tested, 1% active; note: potency is the fitted concentration of half-maximal effect
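Fluorescent replication assay read twice, at 0 min and 10 min after adding 50 nM (final) substrate. Enzyme (10 nM) and compounds were first incubated 15 min at room temperature; enzyme-free buffer wells were negative controls.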
LDHA block – blocks human lactate dehydrogenase A. P00338. purified LDHA, NADH/diaphorase-resazurin fluorescence; hits give low values. 480,000 tested, 0.15% active. AID 1347041. activity change, % (values are at about 110 or 230 µM); in the data active = activity change below about -30%; inconclusive = mostly about -25% to -30%;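 note: plate controls were DMSO wells for no effect and wells without enzyme for full effect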
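LDH5 2 nM; NADH 0.06 mM, pyruvate 0.2 mM; 200 mM Tris pH 7.4, EDTA, Tween-20; 5 min RT. Detection: diaphorase 0.133 mg/mL + resazurin 37 µM, fluorescence ex540/em590 at 0 and 20 min; normalized to enzyme-free and DMSO wells.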
APE1 inh – blocks human APE1 abasic DNA cleavage; recombinant APE1, TAMRA/BHQ-2 abasic DNA cleavage fluorescence; Potency, µM (top dose mostly 65.8 µM), for the others: top-dose activity change, negative = inhibition, usual class: inhibitors; 350,000 tested, 0.35% active; P27695;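 note: potency is the fitted concentration of half-maximal effect; plate controls were vehicle for no effect and reference inhibitor for full effect; nearly all actives have a fitted effect of over 55% in size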
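0.75 nM APE1 + cpd, 15 min RT; start w/ 50 nM TAMRA/BHQ-2 THF-abasic dsDNA; kinetic fluor 525/598 nm ×3 reads @60 s; Δ(read3−read1); normalized to DMSO and NSC13755 control wells.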
POLB inh – inhibitors of human DNA polymerase beta; Potency, µM (top dose mostly 114 µM), inactives show at the top dose activity change, negative = inhibition, actives largely listed as inhibitors; Pol beta primer extension/strand displacement, fluorescence kinetic; 340,000 tested, 1.3% active; AID 485314; P06746; note: potency is the fitted concentration of half-maximal effect; % is set by controls: 0 for no effect and ±100 for the full control effect
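Human Pol beta at 10 nM; strand-displacement substrate 50 nM final. Compound exposure 15 min at room temperature before start, reaction 10 min at room temperature.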
Apoferritin bind – binds horse apoferritin like a general anesthetic | P02791 | apoferritin/1-aminoanthracene competitive binding, fluorescence | Potency, µM (doses to about 77.5 µM), inactives show at the top dose activity change, negative = displacement, usual class: inhibitors | 350,000 tested, 0.074% active; note: potency is the fitted concentration of half-maximal effect; % is set by controls: 0 for no effect and ±100 for the full control effect; nearly all actives have a fitted effect of over 20% in size
Target sequence (P02791 2-175 limits assumed): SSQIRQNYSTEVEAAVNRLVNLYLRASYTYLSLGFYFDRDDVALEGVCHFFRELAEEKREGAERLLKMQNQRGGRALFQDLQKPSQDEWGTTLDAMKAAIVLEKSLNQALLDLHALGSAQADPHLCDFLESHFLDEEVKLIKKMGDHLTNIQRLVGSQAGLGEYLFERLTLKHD
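Read-out: endpoint 1-AMA fluorescence, excitation 380 nm and emission 535 nm, after compounds sit 10 min at room temperature with 10 uM horse-spleen apoferritin in 50% saturated 1-AMA/PBS. Values come from four-parameter Hill fits.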
BLM inh – Bloom syndrome helicase (human) inhibition; 350,000 tested, 0.2% active; recombinant BLM DNA unwinding, fluorescence dequenching; Potency, µM (titrated, usually from 56.1 µM), inactives show at the highest dose activity change, negative = inhibition, most hits filed as inhibitors; P54132;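 note: potency is the fitted concentration of half-maximal effect; plate controls were vehicle for no effect and no enzyme for full effect; nearly all actives have a fitted effect of over 35% in size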
POLK inh – DNA polymerase kappa (human) inhibition | Q9UBT6 | purified Pol kappa, fluorescent DNA synthesis assay, 10 min | Potency, µM (doses to about 107 µM), for the others: at the top dose activity, negative = inhibition, actives largely listed as inhibitors | 400,000 tested, 0.53% active; note: potency is the fitted concentration of half-maximal effect; % is set by controls: 0 for no effect and ±100 for the full control effect
Target sequence (Q9UBT6 whole entry, looked up): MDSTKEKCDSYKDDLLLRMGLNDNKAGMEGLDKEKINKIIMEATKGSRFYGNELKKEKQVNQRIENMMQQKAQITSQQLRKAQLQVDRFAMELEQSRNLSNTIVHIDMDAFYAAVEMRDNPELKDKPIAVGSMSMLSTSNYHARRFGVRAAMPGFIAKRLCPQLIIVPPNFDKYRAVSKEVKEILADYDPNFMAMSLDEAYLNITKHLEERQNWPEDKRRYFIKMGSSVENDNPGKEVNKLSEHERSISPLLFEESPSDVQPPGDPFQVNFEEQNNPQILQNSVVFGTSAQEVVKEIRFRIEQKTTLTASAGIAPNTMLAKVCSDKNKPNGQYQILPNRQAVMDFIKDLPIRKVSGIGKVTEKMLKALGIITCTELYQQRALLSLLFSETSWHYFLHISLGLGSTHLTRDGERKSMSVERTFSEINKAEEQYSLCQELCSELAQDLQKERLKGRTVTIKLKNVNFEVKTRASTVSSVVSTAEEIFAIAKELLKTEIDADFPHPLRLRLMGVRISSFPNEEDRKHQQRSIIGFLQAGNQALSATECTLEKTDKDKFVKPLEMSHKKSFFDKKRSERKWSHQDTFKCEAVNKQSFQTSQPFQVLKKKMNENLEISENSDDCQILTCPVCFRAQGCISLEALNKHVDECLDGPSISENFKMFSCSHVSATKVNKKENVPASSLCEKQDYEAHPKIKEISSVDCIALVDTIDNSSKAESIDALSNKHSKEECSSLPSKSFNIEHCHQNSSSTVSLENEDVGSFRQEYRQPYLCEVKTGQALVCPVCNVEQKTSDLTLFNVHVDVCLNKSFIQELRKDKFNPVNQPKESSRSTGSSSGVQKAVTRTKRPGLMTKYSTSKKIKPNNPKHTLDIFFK
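Kinetic fluorescence screen: compound preincubated 15 min RT with 10 nM enzyme; 50 nM substrate (final) initiates; reads at 0/10 min.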
GRP78 ERSR act – inducers of ER stress response in human glioma cells. U87-MG GRP78 promoter luciferase reporter, 16 h. Potency, µM, inactives show at the top dose activation, most hits filed as activators. 420,000 tested, 0.02% active. AID 602332; note: potency is the fitted concentration of half-maximal effect; series mostly up to about 76 µM; % of control where 0% means no effect; nearly all actives have a fitted effect of over 35% in size
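ERSR induction read as luciferase luminescence (Bright-Glo, 10 min at room temperature) in stably transfected human U87-MG glioma cells exposed to compounds for 16 h, using GRP78 as sensor.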
An asterisk follows results filed as active; ? = inconclusive; / = no result given; & = joins results of further samples; [ ] = dose if it differs, or a comment. Unless noted, calls come from the whole dose curve; as a rule, active = well fitted curve in the direction sought with a large enough effect; inconclusive = small, poorly fitted or top-dose-only effect, or another doubt; inactive = no such curve, though single readings can be large; an effect the other way counts as inactive or inconclusive. Some of the compounds tested; rates above refer to the full screens.

canonical_smiles	POLH inh	POLI inh	LDHA block	APE1 inh	POLB inh	Apoferritin bind	BLM inh	POLK inh	GRP78 ERSR act
COc1cc(NC(=O)CCn2cnc3ccccc3c2=O)cc(OC)c1	-20%	-26%	2	/	14%	-4%	-13%	3%[60.1 µM]	-4%
CCOC(=O)C1=C2c3ccc4ccccc4c3CC(C)(C)N2C(=O)C1=O	-20%	22%	6	4%	-2%	-8%	-1%	-3%	0%
CCC(NC(=S)NC1CCCCC1)c1ccc(C)cc1 (stereo unspecified)	/	/	/	-11%	54%	-11%	-6%	/	/
Cc1ccc(C)c(S(=O)(=O)N2CCCC2CNC(=O)C(=O)NC2CC2)c1 (stereo unspecified)	-9%	0%	-3	8%	/	/	/	-4%	-4%
COc1cccc(Cn2c(=O)c(-c3ccc(Cl)cc3)nc3cnc(OC)nc32)c1	/	/	/	-3%	/	/	-3%	-3%[60.1 µM]	-2%
COc1ccc(OCc2nc3ccccc3[nH]2)cc1	1%	95%[activator]	-4	-2%	16%	-6%	0%	-1%[60.1 µM]	-5%
COc1cc(NC(=O)c2ccc(=O)[nH]n2)cc(OC)c1OC	-11%	37%[activator]	-8	5%	33%	-6%	0%	7%	-4%
CCOc1ccc(NC(=O)c2cc3cc(C)ccc3n2C)cc1	-20%	23%	12&0	/	-2%	6%	0%	-20%	-2%
CCOc1ccc(NC(=S)N2CCN(S(C)(=O)=O)CC2)cc1	-14%	36%[activator]	-3	-7%	4%	-5%	-1%	0%	-4%
CCN1C(=NCc2cccc(Cl)c2)N[C@@H](c2cccc(C(F)(F)F)c2)C(C(=O)OC)=C1C	/	?	3	/	/	/	/	-15%	-12%
Cc1ccc(S(=O)(=O)N2CCN(C(=O)c3cc(C4CC4)nc4c3cnn4C(C)C)CC2)cc1	-11%	-27%	2	18%	/	/	/	-2%	-2%
CCOC(=O)C(=NC1CCS(=O)(=O)C1)NNc1ccccc1Cl (stereo unspecified)	?	62%[activator]	0	?	-10%	-7%	-1%	7%	0%
COc1cc(Cl)c(C)cc1NC(=O)Cc1ccc(OC)c(OC)c1	-11%	60%[activator]	-3	3%	-16%	-8%	-11%	-14%	-3%
O=C(NCCCc1nc2ccccc2n1Cc1cccc(Cl)c1)C1CCCCC1	-5%	4%	-5	/	-22%	?	-5%	-7%	-4%
CCOC(=O)c1nn(-c2ccccc2)c(C#N)c1N	5%	7%	-9	5%	1%	-4%	-8%	-2%	0%
COc1ccccc1C/C(N)=N/OC(=O)COc1cccc(C)c1C	-13%	41%[activator]	0	0%	-18%	7%	-14%	-14%	9%
CCOC(=O)C1CCN(C(=S)NC(=O)c2cccs2)CC1	-6%	78%[activator]	-10	42%[activator]	15%	-4%	-3%	-2%	6%
CCCN(CC(=O)Nc1ccccc1C)C(=O)c1ccc(N2CCOCC2)c([N+](=O)[O-])c1	-14%	32%[activator]	-8	8%	/	/	/	-5%	1%
Cc1c(NS(=O)(=O)c2cccc(C(=O)NCc3ccccc3)c2)c(=O)n(-c2ccccc2)n1C	0%	42%[activator]	-3	-1%	8%	-9%	-2%	-20%	-2%
COc1ccccc1C1CC(c2ccc(Cl)cc2)Nc2nc(N)nn21 (stereo unspecified)	2%	1%	-6	1%	-3%	-10%	-1%	10%	-1%
COc1cccc(OC)c1C(=O)Nc1nnc(-c2ccc(F)cc2)s1	-23%	10%	-3	1%	20%	-4%	2%	-13%	-2%
Cc1c(Cl)cccc1NC(=O)C(=O)NCCc1csc2nc(-c3ccccc3F)nn12	0%	-25%	-11	/	12%	-11%	-11%	-15%[60.1 µM]	-2%
O=C(O)CCn1cnc2onc(-c3cc(F)cc(F)c3)c2c1=O	-14%	-6%	-5	/	12%	16%	3%	2%	-2%
O=C(CSc1ccc(-c2cccc([N+](=O)[O-])c2)nn1)NC1CCCC1	-6%	72%[activator]	-11	-4%	13%	-7%	-3%	-7%	-2%
Cc1nc(SCc2nc3c(F)cccc3[nH]2)c2oc3ccccc3c2n1	3%	?	-11	2%	/	/	/	-5%	-2%
COc1ccc(C(C(=O)NCc2ccccc2)N(C(=O)c2snc(C(N)=O)c2N)c2ccccc2OC)cc1 (stereo unspecified)	-12%	12%	4	-5%	5%	-7%	-10%	2%	-3%
CC(=O)Oc1ccc(C(=O)Nc2ccccc2C(=O)N2CCCCC2)cc1	-8%	17%	-2	-2%	7%	-6%	-2%	-5%	-3%
COCCCNc1nc2c(c(=O)n(Cc3ccc(F)cc3)c(=O)n2C)n1C	-15%&-16%	13%&19%	-5&-3	18%	24%&8%	4%&2%	-3%&-5%	-2%&-7%	-7%&4%
CCCCNC(=O)C1CCN(c2nc(OC)nc(OC)n2)CC1	0%	6%	-4	4%	-2%	31%[activator]	2%	-14%	-4%
Cc1ccc(C(=O)NCC(=O)NCCSc2ccc(Br)cc2)cc1	13%	9%	-8	11%	/	/	/	?	-4%
CC(=O)NCC(=O)NC1CCCc2c1cnn2-c1ccccc1F (stereo unspecified)	-10%	7%	-6	10%	1%	0%	1%	0%	0%
CCN1C(=O)c2ccccc2S(=O)(=O)c2ccc(C(=O)NCc3ccccc3Cl)cc21	-10%	-12%	-1	/	-1%	-17%	-6%	-7%	-4%
C/C(O)=C\c1nc2ccccc2oc1=O	4%	?	14	-1%	23%	-17%	-9%	-26%	10%
Cc1ccsc1/C=N/NC(=O)c1ccc(Cn2cc(Br)cn2)o1	4%	5%	-8	0%	3%	-11%	-9%	-6%	4%
Cc1ccc(CN2CCN(Cc3cn(C)nc3-c3ccccc3)CC2CCO)o1 (stereo unspecified)	-7%	72%[activator]	-3	2%	3%	-7%	1%	-1%	-3%
Cc1ccc(CNC(=O)CCS(=O)(=O)c2cccc3nsnc23)cc1	6%	-1%	-4	-3%	5%	2%	2%	-3%	-5%
CC(NC(=O)COc1cccc(Br)c1)C(=O)O (stereo unspecified)	-2%	25%	-10	-2%	1%	-7%	4%	3%	1%
C=C(C)Cn1c(C)cc(C)c(S(=O)(=O)c2ccccc2C)c1=O	-18%	18%	3	-3%	-10%	47%[activator]	-8%	-16%	-4%
CCOC(=O)C1CCN(C(=O)c2cc(-c3ccncc3)nc3ccccc23)CC1	-1%	?	-5	20%	/	/	/	-13%	-2%
COc1ccccc1NC(=O)C1=C(C)NC(SCC(=O)c2ccc(C)cc2)=C(C#N)C1c1ccco1 (stereo unspecified)	/	/	/	-3%	2%	-16%	-7%	/	/
CN1CCN(c2ccc([N+](=O)[O-])cc2/C=N/NC(=O)c2cccc([N+](=O)[O-])c2)CC1	/	/	/	-12%	4%	8%	-8%	/	/
COc1ccccc1Nc1nc(N)nc(CN2CCCCC2)n1	-3%	171%[activator]	0&-5	0%	0%	-5%	4%	1%	-3%
COc1cccc(Cn2c(CNS(=O)(=O)c3ccc(C(C)(C)C)cc3)nc3cccnc32)c1	-6%	?	5	/	-20%	?	-5%	0%[60.1 µM]	-2%
COc1ccc(Cl)cc1S(=O)(=O)NC(C)C(=O)NCc1ccc2c(c1)OCO2 (stereo unspecified)	-23%	102%[activator]	-2	-1%	22%	5%	-2%	-8%	-2%
CCOc1ccc(S(=O)(=O)N2CCOCC2)cc1NC(=O)CSCC(=O)Nc1ccc(OC)cc1	-17%	5%	-5	/	/	/	/	-22%	0%
Cc1cc(C(=O)N2CCN(S(=O)(=O)c3ccccc3C#N)CC2)c(C)o1	-25%	31%[activator]	-8	24%	/	/	/	-15%	-2%

Of the compounds above, these contain a Cl atom.
canonical_smiles	POLH inh	POLI inh	LDHA block	APE1 inh	POLB inh	Apoferritin bind	BLM inh	POLK inh	GRP78 ERSR act
COc1cccc(Cn2c(=O)c(-c3ccc(Cl)cc3)nc3cnc(OC)nc32)c1	/	/	/	-3%	/	/	-3%	-3%[60.1 µM]	-2%
CCN1C(=NCc2cccc(Cl)c2)N[C@@H](c2cccc(C(F)(F)F)c2)C(C(=O)OC)=C1C	/	?	3	/	/	/	/	-15%	-12%
CCOC(=O)C(=NC1CCS(=O)(=O)C1)NNc1ccccc1Cl (stereo unspecified)	?	62%[activator]	0	?	-10%	-7%	-1%	7%	0%
COc1cc(Cl)c(C)cc1NC(=O)Cc1ccc(OC)c(OC)c1	-11%	60%[activator]	-3	3%	-16%	-8%	-11%	-14%	-3%
O=C(NCCCc1nc2ccccc2n1Cc1cccc(Cl)c1)C1CCCCC1	-5%	4%	-5	/	-22%	?	-5%	-7%	-4%
COc1ccccc1C1CC(c2ccc(Cl)cc2)Nc2nc(N)nn21 (stereo unspecified)	2%	1%	-6	1%	-3%	-10%	-1%	10%	-1%
Cc1c(Cl)cccc1NC(=O)C(=O)NCCc1csc2nc(-c3ccccc3F)nn12	0%	-25%	-11	/	12%	-11%	-11%	-15%[60.1 µM]	-2%
CCN1C(=O)c2ccccc2S(=O)(=O)c2ccc(C(=O)NCc3ccccc3Cl)cc21	-10%	-12%	-1	/	-1%	-17%	-6%	-7%	-4%
COc1ccc(Cl)cc1S(=O)(=O)NC(C)C(=O)NCc1ccc2c(c1)OCO2 (stereo unspecified)	-23%	102%[activator]	-2	-1%	22%	5%	-2%	-8%	-2%
